# Artemis inh = blocks endonuclease activity of human Artemis. inhibition, % at 10 µM. recombinant Artemis, quenched FAM hairpin cleavage fluorescence. 30,000 tested, 0.78% active. Q96SD1;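 active = at 10 µM dose, at least 30% inhibition, measured as corrected fluorescence normalized to stimulator and neutral control wells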
# Target sequence (Q96SD1 whole entry, looked up): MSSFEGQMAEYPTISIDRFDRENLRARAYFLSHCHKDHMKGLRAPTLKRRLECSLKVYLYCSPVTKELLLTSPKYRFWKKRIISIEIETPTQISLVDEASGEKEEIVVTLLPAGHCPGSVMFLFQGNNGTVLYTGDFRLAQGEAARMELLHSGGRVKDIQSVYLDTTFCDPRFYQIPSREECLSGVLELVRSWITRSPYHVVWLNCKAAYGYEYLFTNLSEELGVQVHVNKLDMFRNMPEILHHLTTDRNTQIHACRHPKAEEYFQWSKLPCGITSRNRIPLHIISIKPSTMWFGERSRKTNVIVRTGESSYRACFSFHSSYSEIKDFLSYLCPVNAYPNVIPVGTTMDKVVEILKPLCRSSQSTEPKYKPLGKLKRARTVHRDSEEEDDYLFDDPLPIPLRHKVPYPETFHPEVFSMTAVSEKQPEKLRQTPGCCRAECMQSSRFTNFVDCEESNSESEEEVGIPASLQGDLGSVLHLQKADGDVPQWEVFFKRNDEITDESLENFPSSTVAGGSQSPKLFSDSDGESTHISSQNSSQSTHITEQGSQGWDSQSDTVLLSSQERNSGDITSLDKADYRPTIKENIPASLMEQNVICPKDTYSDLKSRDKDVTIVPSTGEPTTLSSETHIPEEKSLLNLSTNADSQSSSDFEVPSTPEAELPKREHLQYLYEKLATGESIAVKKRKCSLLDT
# * = called active by the depositor. Some of the compounds tested, so the mix of outcomes need not match the whole.
SMILES	Artemis inh
COc1cccc(C(=O)Cn2c(=O)n(CC3CCCO3)c(=O)c3ccccc32)c1 (stereo unspecified)	2
O=S(=O)(N1CCCCC1)N1CCCN(S(=O)(=O)N2CCCCC2)CC1	1
CCOC(=O)c1c(C)n(-c2ccc(C)cc2)c2c(C(C(C)=O)C(=O)O)c(Br)c(O)c(O)c12 (stereo unspecified)	23
COc1ccc(C(=O)NC(=S)NC(C)(C)C)cc1Br	5
COc1ccc(-c2cn3ccsc3n2)cc1	-11
CC(=O)c1cc(F)c(N2CCCC2)cc1C	-12
CC(=O)c1c(COC(=O)c2cccnc2)nc2ccccc2[n+]1[O-]	-3
O=C1NC(=O)/C(=C\c2ccccc2Oc2ccc(F)c(F)c2)S1	34*
Cc1cccc(OCC2=N/C(=C\N(C)C)C(=O)O2)c1	-8
CS(=O)(=O)Nc1nnc(Cc2ccccc2)s1	-8
CCn1nccc1C(=O)Nc1ccc(Cl)cn1	-17
Cc1ccc(OC(C)c2nnc(N)s2)cc1Cl (stereo unspecified)	10
Cc1cc(C)c(S(=O)(=O)Nc2ccc3c4c(cccc24)CC3)c(C)c1	15
Cc1ccc(C(C)n2cc(C(=O)NCc3cccnc3)nn2)cc1 (stereo unspecified)	-10
c1ccc2cc3[nH]c(CN4CCOCC4)nc3cc2c1	-3
CCC(=O)N1CCc2cc(S(=O)(=O)Nc3ccc4c(c3)OCCO4)ccc21	-3
N#Cc1cnn(Cc2ccccc2)c1N	-16
COCCN(C(=O)Nc1ccccc1)c1ccccc1	-6
C=CCn1c(N)c(C(=O)Nc2ccc(C)cc2)sc1=S	-5
Cc1ccc(N/N=C/c2c(O)cc(C)oc2=O)cc1	-9
CN1CCN(C(=O)c2ccccc2NC(=O)Cc2ccccc2)CC1	-11
COc1ccccc1-c1nc(C#N)c(N2CCN(c3ccccc3)CC2)o1	9
c1cnc2ccc(C(c3nnnn3C3CCCC3)N3CCSCC3)cc2c1 (stereo unspecified)	-2
O=S(=O)(NCCCc1ccccc1)c1ccccc1	0
Cc1c(N=Cc2ccco2)c(=O)n(-c2ccccc2)n1C	-2
Cc1cc(C(=O)CC#N)c(C)n1-c1ccc(OC(F)F)cc1	-3
Cc1cccc(NC(=S)c2nc3ccccc3s2)c1	2
CCOC(=O)C1=C(C)NC(=O)NC1c1cc(C)sc1C (stereo unspecified)	0
COC(=O)C1=C(C)NC(=O)CC1c1ccccc1 (stereo unspecified)	-4
Cc1cc(C)n(CC(=O)n2nc(C)cc2C)n1	7

# Taken from the listing, 3 compounds:
SMILES	Artemis inh
COc1cccc(C(=O)Cn2c(=O)n(CC3CCCO3)c(=O)c3ccccc32)c1 (stereo unspecified)	2
O=S(=O)(N1CCCCC1)N1CCCN(S(=O)(=O)N2CCCCC2)CC1	1
CCOC(=O)c1c(C)n(-c2ccc(C)cc2)c2c(C(C(C)=O)C(=O)O)c(Br)c(O)c(O)c12 (stereo unspecified)	23

# Of the compounds above, these have a Cl atom.
SMILES	Artemis inh
CCn1nccc1C(=O)Nc1ccc(Cl)cn1	-17
Cc1ccc(OC(C)c2nnc(N)s2)cc1Cl (stereo unspecified)	10

# Further records follow:
SMILES	Artemis inh
CCSc1nnc(NC(=O)NCC(F)(F)F)s1	-4
CN(C)S(=O)(=O)c1ccc(C(=O)Oc2ccccc2)cc1	-1
Cc1ccc(-c2nnn(CC(=O)NCC3COCCO3)n2)o1 (stereo unspecified)	-3
CCCCCCN1C(=O)C(O)=C(C(C)=O)C1c1ccc(Cl)cc1 (stereo unspecified)	10
CCOc1cc(/C=N/O)cc(Br)c1OCc1ccc(Cl)cc1	5
C=CCOc1nc2c(c(=O)n(C)c(=O)n2C)n1Cc1c(Cl)cccc1Cl	3
CC(C)Cn1cnc2sc3c(c2c1=N)CCCC3	-1
COc1ccc(N2CCN(c3ncnc4c3[nH]c3ccccc34)CC2)cc1	-5
C=CCn1c(SCc2nc(N)nc(N(C)C)n2)nnc1-c1cccnc1	2
COCc1[nH]nc2c1C(c1ccc(OC)cc1)C(C#N)=C(N)O2 (stereo unspecified)	-1
O=C(Cn1c(=O)sc2ccccc21)Nc1ccccc1	-1
CO/N=C(\Cn1ncc(N2CCCC2)c(Cl)c1=O)c1ccc(Cl)cc1	12
O=C(Nc1ccc(/C=C/c2nc3ccccc3o2)cc1)c1ccc(F)cc1	-7
COc1cccc(N(C(=O)c2cccs2)c2nc3ccccc3s2)c1	-6
Cc1cc(=O)[nH]c(N2CCN(C(c3ccccc3)c3ccccc3)CC2)n1	-9
O=C(CSc1nnc(-c2ccco2)o1)NC1CC2CCC1C2 (stereo unspecified)	-8
COc1ccc(-c2cnc(SCC(=O)Nc3nc(C(C)(C)C)cs3)n2Cc2ccco2)cc1	13
CCN(CC)CC(=O)Nc1nc(-c2ccc(Cl)cc2)cs1	-1
CCN1CCN(c2cc(-c3ccccc3)nc3cc(-c4cccc(F)c4)nn23)CC1	17
COc1ccccc1NC1=NC2(CCCC2)N=C(N)N1	0
CC(Sc1ccccc1)C(=O)Nc1ccccc1C(=O)N1CCOCC1 (stereo unspecified)	-2
Cc1cnc(C(=O)Nc2ccccc2-c2ccc(C)o2)cn1	1
COc1ccc(CS(=O)(=O)/C(Cl)=C(/Cl)C(=O)Nc2ccc(OC)nc2)cc1	11
OCC12COC(c3ccccc3)N1C(c1ccccc1)OC2 (stereo unspecified)	-1
CCC(Sc1nc2n[nH]c(C)c2c(=N)n1-c1ccc(C)c(Cl)c1)C(=O)N1CCOCC1 (stereo unspecified)	0
CCOc1ccccc1C(=O)N1CCOCC1	-11
CCN(CCC(=O)Nc1ccc(Br)c(C)c1)Cc1ccccc1	-4
COc1cccc(NC(=O)COc2ccc(C)cc2)c1	-8
O=C(NCc1ccc(N2CCCC2=O)cc1)NC1CCCCC1	9
Cc1c(C#N)c(N=CN(C)C)c(C(=O)c2ccccc2)n1-c1ccccc1	-2

# Continued:
SMILES	Artemis inh
CCCc1cc2c(cc1NC(=O)c1ccc(C)cc1)OCO2	-2
Cc1nnc(NC(=O)Cn2cnc3c2c(=O)n(C)c(=O)n3C)s1	-6
CCOC(=O)c1sc(N(Cc2ccccc2)C(=O)CSc2ncn[nH]2)nc1C	4
O=C1Nc2ccccc2C1(O)Cc1ccncc1 (stereo unspecified)	-7
COC(=O)c1ccc(NC(=O)c2ccc(C)cc2)o1	-8
Clc1cccc(Oc2cnns2)c1Cl	-6
COc1ccc(OC)c(-n2cnc3cc(C(=O)O)ccc32)c1	5
O=C(c1ccc2c(c1)OCCO2)N1CCCCC1	-8
Nc1nonc1-c1noc(-c2ccc(Br)o2)n1	11
CC[N+]1(CC)CC2=Cc3c(ccc4ccccc34)CC2C1 (stereo unspecified)	-5
O=C(Nc1nnc(-c2ccc(Cl)cc2)o1)NC1CCCCC1	-4
C=CCSc1nnc2c(n1)OC(c1ccccn1)N(C(C)=O)c1ccccc1-2 (stereo unspecified)	-3
COc1ccc(CCNC(=O)c2ccc(=O)[nH]n2)cc1OC	-1
CCOc1ccc(C(=O)c2cccs2)cc1	-2
Cc1ccc(CSc2nc3c(cc2C#N)CCC3)cc1	-3
COc1cc(S(=O)(=O)N2CCN(C)CC2)c(OC)cc1Br	-2
Cc1nn(-c2ccccc2)c(Cl)c1C1C(C#N)=C(N)Oc2n[nH]c(C)c21 (stereo unspecified)	4
COC(=O)CNC(=O)C(Cc1c[nH]c2ccccc12)NC(=O)OC(C)(C)C (stereo unspecified)	-9
CCOc1ccccc1OCCCC(=O)NC1=NCCS1	-10
CC1C(=O)CCN(C(C)(C)C)C1C (stereo unspecified)	-6
CCCC(c1nnnn1CCOC)N1CCN(Cc2ccccc2)CC1 (stereo unspecified)	-3
COc1ccc(N=C2S/C(=C\c3cc(C)n(C)c3C)C(=O)N2CC(C)C)cc1	-6
CC(C)CCn1c(N2CCOCC2)nc2c1c(=O)n(CC(N)=O)c(=O)n2C	0
Cc1sc2ncnc(NCC(C)(C)N3CCOCC3)c2c1C	1
Cc1c(C#N)c(NC(=O)c2cccc(Cl)c2)n(Cc2ccccc2)c1C	-3
Cn1c(Cn2cnc(Cl)c2Cl)nc2ccccc21	-13
Cc1cccc(C(=O)NC2CC(C)(C)NC(C)(C)C2)c1	-3
Cc1ccc2cc3cc(C(=O)N4CCN(C(=O)c5ccco5)CC4)sc3nc2c1	-1
Oc1ccc2[nH]ccc2c1	1
CC(CN(C(N)=O)c1ccccc1O)C(=O)O (stereo unspecified)	2

# Additional compounds follow.
SMILES	Artemis inh
O=C(Oc1ccc(=O)n(-c2ccccc2)n1)c1ccccc1	-8
O=C(COCCOCC(=O)N(c1ccccn1)C1CCCCC1)N(c1ccccn1)C1CCCCC1	-5
O=C(NCn1ccc(=O)[nH]c1=S)c1ccccc1	-6
CC(C)CC1CC(=O)OC1(C)C(=O)CSc1nc2ccccc2s1 (stereo unspecified)	4
O=C(Nc1nccc(-c2cccs2)n1)c1cccs1	-6
Cc1ccc(S(=O)(=O)N2CN(Cc3ccco3)c3nc4ccccc4nc32)cc1	10
O=C(N/N=C/c1ccccc1)c1sccc1OCc1ccc(F)cc1	6
CC(C)(C)C(=O)Cn1ncc(N2CCCC2)c(Br)c1=O	-9
CCn1c(SCc2c(Cl)cccc2Cl)nnc1-c1nn(-c2ccccc2)ccc1=O	9
CCOC(=O)CNC(=O)CSc1nc(NCc2ccccc2)nc(N(C)C)n1	-3
CCCOc1ccc(N)cc1N	31*
O=C(NCc1cn2ccccc2n1)c1ccccc1	-10
CCC(=O)c1cn(CC(=O)OC)c2ccccc12	-7
COC(=O)c1[nH]c2ccccc2c1NC(=O)CN1CC(C)OC(C)C1 (stereo unspecified)	7
CCc1nnc(NC(=O)c2nc3nc(C)cc(C)n3n2)s1	-4
CCOc1cc(-c2cc(-c3ccc(N)cc3)nc(N)c2C#N)ccc1O	10
c1ccc(-c2csc(Nc3ccc4c(c3)OCCO4)n2)cc1	6
CCn1c(COc2ccc(C)cc2)nnc1SCC(=O)Nc1ccc(S(N)(=O)=O)cc1	1
CCOc1ccc(N(CC(=O)NCc2ccco2)S(C)(=O)=O)cc1	-3
Cc1cn(CC2COC(C)(C)O2)c(=O)[nH]c1=O (stereo unspecified)	-10
COc1cc(NC(=O)CSCc2cnn(-c3ccccc3)c2-n2cccc2)cc(OC)c1	4
COc1ccccc1C(C)NC(=O)c1ccc(C)o1 (stereo unspecified)	-12
CC(C)=C1C2CC2C2C(C(=O)O)C12 (stereo unspecified)	7
CCCC/C(C)=N/NC(=O)C(=O)NCCc1ccccc1	-12
O=C1CCCN1CC(CN1CCOCC1)Sc1nc2ccccc2c(=O)n1-c1ccccc1 (stereo unspecified)	33*
CC(=O)Nc1nn(C)c2nc3cc(C)ccc3cc12	-2
CCn1c(SCC(=O)Nc2ccc(S(N)(=O)=O)cc2)nnc1-c1ccccc1OC	-4
CCOc1cc(CNc2ccc3c(c2)OCCO3)cc(Br)c1OC	2
Cc1ccc(NS(=O)(=O)c2ccc(CCC(=O)N3CCOCC3)cc2)cc1	-8
CCN(CC)CCn1cnc2c([nH]c3cccc(OC)c32)c1=O	-3

# Structural class: the compounds so far containing a COOH group (4)
SMILES	Artemis inh
CCOC(=O)c1c(C)n(-c2ccc(C)cc2)c2c(C(C(C)=O)C(=O)O)c(Br)c(O)c(O)c12 (stereo unspecified)	23
COc1ccc(OC)c(-n2cnc3cc(C(=O)O)ccc32)c1	5
CC(CN(C(N)=O)c1ccccc1O)C(=O)O (stereo unspecified)	2
CC(C)=C1C2CC2C2C(C(=O)O)C12 (stereo unspecified)	7

# Next section
SMILES	Artemis inh
O=S(=O)(c1cccc2cccnc12)n1cnc2ccccc21	8
Cc1ccc(OCC(=O)NC2=NCCS2)cc1	-9
Oc1ccc(COCc2ccccc2)c2cccnc12	8
CC1(C)CC(C(=O)Nc2nccs2)CCO1 (stereo unspecified)	1
COC(=O)c1c(NC(=O)CN2CCN(C(=O)c3ccco3)CC2)c2c(C)cccc2n1C	-3
COCCCNc1ncnc2sc3c(c12)CCC(C)C3 (stereo unspecified)	-5
Cc1ccc(-c2nc(-c3ccccn3)no2)cc1	4
CCC(Sc1nc2n[nH]c(C)c2c(=N)n1-c1cc(Cl)ccc1C)C(=O)N1CCOCC1 (stereo unspecified)	-4
O=C(COc1ccc(F)cc1)OCCN1CCOCC1	-2
O=C(CSC1=NCCS1)NCc1ccco1	-2
O=C(NCCC1=CCCCC1)C1CCN(S(=O)(=O)c2cccc3nsnc23)CC1	3
CCCOP(=O)(OCCC)c1c([N+](=O)[O-])cc(C(F)(F)F)cc1[N+](=O)[O-]	1
CN(C)c1ccc(NC(=O)Oc2ccccc2)cc1	-1
OCCNc1nc2ccccc2n1CCN1CCCCC1	2
CSc1ccccc1N=Cc1nc(-c2ccccc2)oc1O	8
COc1ccc(NC(=O)CN2CCN(CC(=O)Nc3ccccc3Cl)CC2)cc1Cl	11
COc1ccc2nc(-c3ccc(N)cc3)[nH]c2c1	7
O=C(NCCc1ccccc1)N1c2ccccc2Sc2ccccc21	8
O=C(c1ccc2c(c1)OCCO2)N(c1ccccn1)C1CCCCC1	-3
CCOC(=O)c1ccc(NC(=O)c2cc3ccccc3o2)cc1	2
Cc1ccc2c(c1)c(=O)c1c3n2CCN(C(=O)CCl)C3CC1 (stereo unspecified)	34*
N#C/C(=N\Nc1ccccc1)C(=N)N1CCCCC1	-2
CC1(C)CCCN(C(=O)N2c3ccccc3Sc3ccccc32)C1	-2
CC1=C(C(N)=O)C(c2sccc2C)n2nnnc2N1 (stereo unspecified)	-9
Cc1cc(NC(=O)CSc2nnnn2C)n(-c2ccccc2)n1	4
CCOC(=O)C1=C(C)N(C)C(=O)NC1c1cc2c(cc1Br)OCO2 (stereo unspecified)	-10
COc1c(Cl)cc(Cl)cc1C(=O)n1nc(C)cc1C	-5
CC1=NN(C(N)=S)C(=O)C1N=Nc1c(C)cc(C)cc1C (stereo unspecified)	14

# Bioassay records as filed in PubChem BioAssay.
